Screening data: PubChem, Sanford-Burnham Center for Chemical Genomics
UBC13 inh = blocks human UBC13 polyubiquitin chain formation. P61088. TR-FRET. inhibition, % at 20 µM. 330,000 tested, 0.47% active. AID 485273; in the data active = inhibition above about 45%, passing the limit was not always enough
Target sequence (P61088 whole entry, looked up): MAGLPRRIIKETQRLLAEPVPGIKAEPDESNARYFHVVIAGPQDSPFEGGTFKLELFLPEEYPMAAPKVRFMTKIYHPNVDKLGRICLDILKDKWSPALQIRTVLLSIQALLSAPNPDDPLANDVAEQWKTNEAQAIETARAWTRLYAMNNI
ATG4B inh = inhibitors of human ATG4B cysteine protease | Q9Y4P1 | ATG4B cleavage of LC3-PLA2, NBD-HPC fluorescence, 1 h | inhibition, % at 8.33 µM | 340,000 tested, 0.51% active | AID 504462; in the data active = inhibition above about 40%
Gli-Sufu antag = antagonists of Gli-Sufu signaling | 340,000 tested, 0.74% active | inhibition, % at 5 µM | Sufu-KO-LIGHT fibroblasts, Gli luciferase reporter luminescence | AID 588413;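 active = inhibition above about 55%, limit read from the data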;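 note: 0% = DMSO-treated cells and 100% = wells with medium but no cells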
CXCR6 block = blocks human CXCR6 beta-arrestin recruitment. O00574. CHO-K1 PathHunter CXCR6 beta-arrestin, luminescence. AID 602244. 360,000 tested, 0.36% active. inhibition, % at 20 µM; in the data active = inhibition above about 34%, passing the limit was not always enough;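 note: antagonist mode with CXCL16 agonist at 10 nM final; 0% = 10 nM CXCL16 with DMSO and 100% = unstimulated wells without agonist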
Target sequence (O00574 whole entry, looked up): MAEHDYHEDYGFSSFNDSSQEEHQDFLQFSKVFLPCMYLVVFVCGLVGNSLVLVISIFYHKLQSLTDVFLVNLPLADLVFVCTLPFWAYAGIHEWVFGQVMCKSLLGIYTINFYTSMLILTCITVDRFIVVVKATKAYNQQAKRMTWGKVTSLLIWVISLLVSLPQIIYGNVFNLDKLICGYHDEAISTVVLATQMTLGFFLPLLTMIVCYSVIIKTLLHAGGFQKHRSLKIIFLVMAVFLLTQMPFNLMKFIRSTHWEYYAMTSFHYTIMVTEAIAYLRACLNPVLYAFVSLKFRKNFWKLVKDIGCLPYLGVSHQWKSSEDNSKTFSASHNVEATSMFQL
CCR6 antag = CCR6 (human) receptor antagonism | CHO-K1 CCR6 PathHunter beta-arrestin, luminescence, CCL20-stimulated | inhibition, % at 20 µM | 340,000 tested, 0.49% active | P51684;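 active = compounds whose inhibition of the agonist-driven luminescence signal at 20 µM reaches about 50%, limit read from the data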;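 note: cells stimulated with CCL20 at 14 nM final; plate controls were DMSO with CCL20 for no effect and DMSO without agonist for full effect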
EBI2 block = EBI2 (human) antagonism; P32249; EBI2 beta-arrestin recruitment, luminescence, 7a,25-OHC stimulated; inhibition, % at 5 µM; 360,000 tested, 0.81% active; AID 651636; in the data active = inhibition above about 38%;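 note: enzyme fragment complementation signal reports receptor beta-arrestin coupling in cells; 0% = agonist plus DMSO wells and 100% = wells without agonist; some results beyond the cut were filed as inactive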
APJ antag = antagonists of human APJ apelin receptor; CHO-K1 APJ beta-arrestin complementation, luminescence; P35414; inhibition, % at 20 µM; 330,000 tested, 0.32% active;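 active = inhibition above about 40% at 20 µM, limit read from the data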;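 note: cells challenged with 10 nM apelin-13 agonist together with compound; plate controls were apelin-13 plus DMSO wells for no effect and DMSO wells lacking apelin-13 for full effect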
Target sequence (P35414 whole entry, looked up): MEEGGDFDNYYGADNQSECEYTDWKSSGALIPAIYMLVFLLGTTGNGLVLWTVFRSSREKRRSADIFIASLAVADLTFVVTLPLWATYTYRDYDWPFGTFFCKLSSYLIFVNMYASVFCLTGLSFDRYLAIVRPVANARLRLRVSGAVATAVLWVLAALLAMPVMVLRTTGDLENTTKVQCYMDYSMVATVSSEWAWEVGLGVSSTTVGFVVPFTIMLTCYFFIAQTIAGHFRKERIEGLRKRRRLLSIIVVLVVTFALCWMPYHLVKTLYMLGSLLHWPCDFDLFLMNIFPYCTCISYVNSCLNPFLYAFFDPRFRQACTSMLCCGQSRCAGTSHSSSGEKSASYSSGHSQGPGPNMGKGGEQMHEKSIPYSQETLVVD
APJ agonist = APJ receptor agonism; CHO-K1 APJ PathHunter beta-arrestin, luminescence; 0% DMSO wells, 100% apelin; activation, % at 20 µM; 330,000 tested, 0.11% active;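 active = activation more than six SD over the plate average, tested at 20 µM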;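 note: 0% = DMSO alone and 100% = apelin-13 at 10 nM; some results filed as inactive read as strong as hits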
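Assay system: CHO-K1 cells stably expressing ProLink-tagged human APJ and arrestin–beta-gal acceptor. Compound dosing: 20 µM single point, 1% DMSO. Times: 16-18 h seeding, 90 min dark compound exposure, 60 min detection. Detection: beta-gal luminescence. Evaluation: APJ–arrestin association signal. Controls: negative DMSO alone, positive Apelin-13 at 10 nM.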
The depositor's hits bear a star; i = inactive; . = no result given. Rows are unselected. Share with any hit: about 3%.

Every second line gives: UBC13 inh | ATG4B inh | Gli-Sufu antag | CXCR6 block | CCR6 antag | EBI2 block | APJ antag | APJ agonist
> COc1ccccc1/C=C1\Cc2ccccc2C1=O
→ . | 14 | -2 | -10 | 0 | 6 | . | .
> CCCOc1ccc(C(=O)NC(=S)NNC(=O)c2c(-c3ccccc3)noc2C)cc1
→ -19 | -8 | -16 | 32 | 36 | 7 | 33 | -8
> O=C(CN1CCc2ccccc2C1)Nc1cc(S(=O)(=O)N2CCOCC2)ccc1N1CCOCC1
→ -10 | 2 | 26 | 5 | 8 | -9 | 5 | 1
> Cc1ccc(NC(=O)Nc2cnc3ccccc3c2)cc1
→ 19 | -13 | -86 | 3 | 15 | 3 | -6 | -1
> CCOC(=O)C1(Cc2ccccc2C)CCCN(C(=O)c2ccc(COC)o2)C1 (configuration not stated)
→ -2 | 7 | -2 | -6 | 18 | -2 | -54 | -2
> O=C(Cc1ccc(F)cc1)NCCc1ccccc1
→ 4 | -14 | -8 | 3 | 4 | 3 | 20 | -4
> N#CC1=C(N)Oc2cc(N)ccc2C1c1ccc(Cl)cc1 (configuration not stated)
→ 4 | -8 | 5 | 4 | 6 | -6 | 15 | 7
> CCc1noc(C)c1C(=O)N(C)CC(=O)Nc1cccc(OC)c1
→ 6 | -5 | -4 | 6 | -7 | -2 | 4 | -5
> COc1ccc(C(C)(C)C)cc1NC(=O)c1ccc2c(c1)SC1=NS(=O)(=O)CCN12
→ 9 | -7 | 24 | -7 | 10 | 23 | 14 | 0
> Oc1ccccc1CN1CCN(C(O)(c2ccccc2)c2ccccc2)CC1
→ 10 | -11 | 26 | 14 | 5 | -7 | 7 | -2
> COCc1cc(C)nc2sc(C(=O)OC(C)C)c(N)c12
→ 7 | 2 | -7 | 1 | 2 | 0 | 11 | -3
> CCCn1c(CN2CCN(C(=O)c3ccco3)CC2)nc2cc(S(=O)(=O)N(C)C)ccc21
→ -5 | -15 | 3 | -9 | 15 | -8 | 0 | -1
> CCOC(=O)C1(S(=O)(=O)c2ccccc2)CCN(Cc2ccccc2)CC1
→ -4 | -4 | 3 | -3 | 10 | 5 | 10 | -2
> O=C1[C@@H]2Cc3c([nH]c4ccccc34)C(c3cccc(Br)c3)N2C(=O)CN1C1CCN(Cc2ccccc2)CC1 (some centres not stated)
→ 10 | 7 | 7 | 5 | 5 | 36 | 5 | -3
> O=c1c(Cl)c(N2CCN(c3ccccc3)CC2)cnn1C12CC3CC(CC(C3)C1)C2
→ -2 | 30 | 30 | 5 | 6 | -4 | -14 | -1
> O=C(N/N=C/c1ccc(N2CCOCC2)s1)c1ccc(NS(=O)(=O)c2cccs2)cc1
→ 14 | -4 | -6 | -3 | 6 | -6 | -4 | -5
> Nc1ncnc2c1ncn2C1OC(COP(=O)(O)O)C(O)C1O (configuration not stated)
→ -1 | 0 | 13 | -7 | 12 | -1 | -4 | 0
> CC(C)N(C(=O)C(F)(F)F)C(C(=O)NC1CCCCC1)c1ccncc1 (configuration not stated)
→ -23 | -20 | 5 | -1 | 0 | 1 | 8 | 1
> CCCN(CCC)CCCNC(=O)C1c2cc(OC)c(OC)cc2C(=O)N(C)C1c1cccnc1 (configuration not stated)
→ -14 | -2 | 26 | 0 | -10 | -2 | 10 | -5
> CCC(=O)NC1CC2CCCC(C1)N2Cc1ccc(C)cc1 (configuration not stated)
→ 5 | -1 | 11 | 3 | 10 | 2 | 13 | -3
> O=C(NC(NCC1CCCO1)C(Cl)(Cl)Cl)c1cccc2ccccc12 (configuration not stated)
→ 1 | -9 | 0 | 17 | 15 | 13 | -5 | 9
> CCNc1nc(SCc2ccccc2)nc(N2CCOCC2)n1
→ 6 | 9 | 2 | -1 | 34 | 7 | 12 | -2
> O=C(CSc1ncc(S(=O)(=O)c2ccccc2)c(=O)[nH]1)Nc1ccccc1Cl
→ -13 | 4 | -5 | 6 | 8 | -10 | 9 | 3
> COc1ccccc1NS(=O)(=O)c1cc(NC(=O)Nc2cccc(C)c2)ccc1N1CCCCC1
→ -5 | 13 | 11 | 9 | 6 | 8 | -25 | -1
> CC(C)(C)OC(=O)N1CCC[C@H]1c1nnc(SCC(=O)Nc2ccc(Br)cc2)o1
→ -4 | -5 | 9 | 36* | 47 | 16 | 55* | -9
> Cc1ccc(C(=O)NCC(=O)OCc2csc(-c3ccccc3)n2)cc1
→ 4 | -12 | -13 | 0 | -1 | -2 | 8 | -1
> CCOC(=O)C(C)N1CC(=O)N(c2ccccc2)C1=O (configuration not stated)
→ . | 4 | 2 | -2 | 7 | -19 | . | .
> Cn1c(/C=C/c2ccc(Cl)cc2Cl)c([N+](=O)[O-])c(=O)n(C)c1=O
→ 4 | -5 | 7 | -5 | 8 | -5 | 15 | -2
> CS(=O)(=O)N1CCN(C(=O)C(Sc2ccccc2)c2ccccc2)CC1 (configuration not stated)
→ 11 | -1 | 0 | 3 | -10 | 3 | -22 | -4
> CC1CCCC(C)N1C(=S)SCC(=O)O (configuration not stated)
→ 2 | 6 | 8 | 0 | 2 | 0 | 10 | -2
> CC(C)(C)C(C(=O)n1cccc1C#N)c1ccccc1 (configuration not stated)
→ 4 | -4 | 2 | -1 | 15 | 22 | 15 | -2
> O=C(NCc1cccs1)c1cc2c(s1)CCCC2
→ 4 | 2 | -59 | -4 | -12 | 11 | 14 | 3
> Oc1ccccc1/C=N/N1CCN(c2ccccn2)CC1
→ -3 | -4 | 0 | -3 | 8 | 2 | 3 | -2
> CCC(C)Nc1nc2c(c(=O)[nH]c(=O)n2C)n1CCOc1ccccc1 (configuration not stated)
→ -4 | -6 | 7 | -7 | 3 | 13 | 2 | -3
> O=C(Cc1ccccc1)N1CCC2(CC1)NCCc1[nH]cnc12
→ 0 | -2 | 1 | 2 | -5 | 0 | -3 | 2
> CCOC(=O)c1cnc2[nH]c3ccccc3n2c1=O
→ 9 | -9 | -15 | 0 | 5 | -13 | 8 | -2
> CCSc1nc2c(c(=O)[nH]c(=O)n2C)n1CC(O)COc1ccccc1 (configuration not stated)
→ -4 | -3 | -3 | -2 | 17 | -21 | 5 | -2
> Cc1ccc(CNC(=O)[C@@H](NC(=O)C2CCN(C(=O)[C@@H]3CCCN3)CC2)C(C)C)cc1
→ -1 | -9 | -8 | 0 | 4 | -7 | 10 | -3
> COc1cccc(C(=O)CN2C3=NCCCN3c3ccccc32)c1
→ 4 | 3 | 12 | 6 | -5 | 12 | 9 | 2
> COc1cccc(NC(=O)CCN2CCN(C)CC2)c1
→ 8 | -1 | 5 | -6 | 9 | 0 | 10 | 3
> Cc1ccnc(NC(=O)CCC(=O)N(CC(=O)NC2CCCCC2)Cc2ccccc2)c1
→ 1 | 0 | 14 | 0 | 4 | -1 | 5 | -4
> COc1ccc(CNC(=O)[C@H](C)NC(=O)C2CCN(C(=O)[C@@H](N)CCSC)CC2)cc1
→ 3 | -10 | 2 | -1 | -4 | -5 | -1 | -1
> Cc1ccccc1NC(=O)CSc1nnc(NC(=O)c2ccco2)s1
→ -6 | 7 | -3 | 31 | 5 | 3 | -8 | -2
> CC(=O)Nc1ccccc1NC(=O)c1ccccc1-c1ccccc1
→ -8 | -5 | -2 | 3 | 17 | -10 | -14 | 0
> Cc1cc(/C=C2/C(=O)NN(c3ccccc3)C2=O)c(C)n1-c1ccc(O)cc1
→ -35 | 4 | -3 | 17 | 30 | 1 | 29 | -3
> COc1cc(OC)cc(C2=NC3(CCC(C)CC3)NC2=S)c1 (configuration not stated)
→ 15 | 7 | 20 | 4 | 20 | 0 | -8 | -1
> CC(=O)N(CN1C(=O)c2ccccc2C1=O)c1cccc(C)c1
→ -3 | 2 | 2 | -6 | 4 | 4 | 6 | -2
> COc1ccc(CNCC(O)(c2ccccc2)c2ccc(Cl)cc2)cc1 (configuration not stated)
→ -8 | 4 | 6 | 6 | -8 | 1 | -2 | 3
> Nc1cc(N)nc(SCC(=O)NCC(=O)Nc2ccc(F)c(F)c2F)n1
→ -10 | -8 | 0 | 6 | 0 | 0 | -11 | -2
> CCN(CC)CCNC(=O)Cn1nc(Cc2ccccc2)c2ccccc2c1=O
→ -5 | -3 | 12 | 2 | 1 | -8 | -6 | 1
> CC(C)(C)c1csc(NC(=O)c2c(F)c(F)c(F)c(F)c2F)n1
→ 9 | 2 | 7 | -12 | 10 | -4 | -6 | -1
> CCOC(=O)N1CCN(S(=O)(=O)c2ccc(F)c(C(=O)Nc3cccc(Cl)c3C)c2)CC1
→ 6 | 1 | 1 | -8 | 10 | 1 | 1 | 0
> NC(=O)C1CCN(C(=O)c2ccc(C(F)(F)F)cc2)CC1
→ 2 | -1 | 17 | 5 | -23 | -4 | 9 | 0
> COc1ccc(C(=O)c2ccc(OC)c3cccc(O)c23)cc1OC
→ -2 | 2 | -38 | 2 | -9 | -12 | -53 | 3
> COc1cccc(C(=O)NCC(=O)N/N=C/c2cccs2)c1
→ -6 | -6 | -4 | 4 | -5 | -8 | 5 | -4
> Cc1ccc2nc(NC(=O)CCn3c(=O)sc4ccccc43)sc2c1
→ -2 | -3 | -4 | 7 | 10 | 4 | 10 | -3
> Cc1ccc(/C=N/Nc2cccc(C(=O)O)c2)s1
→ -6 | -1 | -164 | -4 | 4 | 10 | 1 | -1
> CC(=C/c1ccco1)/C=N/NC(=O)Cc1cccn1C
→ -10 | 2 | -1 | -3 | 3 | 25 | 3 | 1
> CCc1ccc(Oc2ncnc(N)c2[N+](=O)[O-])cc1
→ 1 | 0 | -20 | 8 | 10 | -12 | -7 | -1
> CCN1C(=O)/C(=C/c2ccc(N3CCCC3)cc2)NC1=S
→ i | 16 | -8 | 10 | 25 | 18 | 4 | -1
> Cc1nnc(-c2cnn(C)c2N)n1Cc1ccccc1F
→ -4 | -11 | -3 | 8 | 13 | -6 | -16 | 7
> CCCc1cc(=O)[nH]c(Nc2ccc(Cl)cc2)n1
→ 6 | 7 | 6 | -3 | 3 | -7 | -14 | 1
> Cc1cccc(OC(C)C(=O)N2CCCN(C)CC2)c1C (configuration not stated)
→ 3 | -1 | -3 | 0 | -4 | -1 | -20 | 3

Of the compounds above, these have a Cl atom:
Every second line gives: UBC13 inh | ATG4B inh | Gli-Sufu antag | CXCR6 block | CCR6 antag | EBI2 block | APJ antag | APJ agonist
> N#CC1=C(N)Oc2cc(N)ccc2C1c1ccc(Cl)cc1 (configuration not stated)
→ 4 | -8 | 5 | 4 | 6 | -6 | 15 | 7
> O=c1c(Cl)c(N2CCN(c3ccccc3)CC2)cnn1C12CC3CC(CC(C3)C1)C2
→ -2 | 30 | 30 | 5 | 6 | -4 | -14 | -1
> O=C(NC(NCC1CCCO1)C(Cl)(Cl)Cl)c1cccc2ccccc12 (configuration not stated)
→ 1 | -9 | 0 | 17 | 15 | 13 | -5 | 9
> O=C(CSc1ncc(S(=O)(=O)c2ccccc2)c(=O)[nH]1)Nc1ccccc1Cl
→ -13 | 4 | -5 | 6 | 8 | -10 | 9 | 3
> Cn1c(/C=C/c2ccc(Cl)cc2Cl)c([N+](=O)[O-])c(=O)n(C)c1=O
→ 4 | -5 | 7 | -5 | 8 | -5 | 15 | -2
> COc1ccc(CNCC(O)(c2ccccc2)c2ccc(Cl)cc2)cc1 (configuration not stated)
→ -8 | 4 | 6 | 6 | -8 | 1 | -2 | 3
> CCOC(=O)N1CCN(S(=O)(=O)c2ccc(F)c(C(=O)Nc3cccc(Cl)c3C)c2)CC1
→ 6 | 1 | 1 | -8 | 10 | 1 | 1 | 0
> CCCc1cc(=O)[nH]c(Nc2ccc(Cl)cc2)n1
→ 6 | 7 | 6 | -3 | 3 | -7 | -14 | 1
